High-throughput results deposited in PubChem by several laboratories.
PME-1 primary = PME-1 (human) inhibition; Q9Y570; inhibition, % at 5.9 µM; recombinant PME-1, FP-Rh probe fluorescence polarization; 320,000 compounds, 0.53% hits;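 active = inhibition above the campaign mean of all compounds plus 3 SD, cut at about 26% in these data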;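 also: competitive labeling of PME-1 active site by serine hydrolase directed probe; 0% = PME-1 with DMSO and 100% = wells lacking PME-1 enzyme; inhibitors block probe labeling so polarization falls and inhibition rises; many of its hits are not listed in these tables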
BCLXL inh = inhibitors of human Bcl-xL. Q07817. GST-Bcl-xL / FITC-Bim BH3 peptide fluorescence polarization. inhibition, % at 10.9 µM. 320,000 compounds, 0.7% hits. AID 2129;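 active = inhibition above the mean of all tested compounds plus 3 SD, cutoff set per campaign, cut at about 30% in these data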;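 also: 0% = DMSO wells and 100% = unlabeled Bim-BH3 peptide competitor; inhibitors lower millipolarization by displacing the labeled peptide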
Target sequence (Q07817 whole entry, looked up): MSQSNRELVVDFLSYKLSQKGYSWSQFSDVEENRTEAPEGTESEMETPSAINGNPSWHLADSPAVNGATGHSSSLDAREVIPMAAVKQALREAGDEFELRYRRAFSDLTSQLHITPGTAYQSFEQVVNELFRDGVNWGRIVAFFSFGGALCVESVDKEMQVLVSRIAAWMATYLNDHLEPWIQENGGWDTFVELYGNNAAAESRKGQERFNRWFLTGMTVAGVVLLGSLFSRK
PAD4 inh = blocks human protein arginine deiminase 4 | Q9UM07 | recombinant PAD4, RCA probe fluorescence polarization | inhibition, % at 6.36 µM | 330,000 compounds, 0.41% hits;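 active = percent inhibition above a cutoff equal to the mean of all tested compounds plus 3 SD, cut at about 15% in these data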;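 also: 0% = PAD4 with RCA probe and DMSO and 100% = probe without PAD4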
Target sequence (Q9UM07 whole entry, looked up): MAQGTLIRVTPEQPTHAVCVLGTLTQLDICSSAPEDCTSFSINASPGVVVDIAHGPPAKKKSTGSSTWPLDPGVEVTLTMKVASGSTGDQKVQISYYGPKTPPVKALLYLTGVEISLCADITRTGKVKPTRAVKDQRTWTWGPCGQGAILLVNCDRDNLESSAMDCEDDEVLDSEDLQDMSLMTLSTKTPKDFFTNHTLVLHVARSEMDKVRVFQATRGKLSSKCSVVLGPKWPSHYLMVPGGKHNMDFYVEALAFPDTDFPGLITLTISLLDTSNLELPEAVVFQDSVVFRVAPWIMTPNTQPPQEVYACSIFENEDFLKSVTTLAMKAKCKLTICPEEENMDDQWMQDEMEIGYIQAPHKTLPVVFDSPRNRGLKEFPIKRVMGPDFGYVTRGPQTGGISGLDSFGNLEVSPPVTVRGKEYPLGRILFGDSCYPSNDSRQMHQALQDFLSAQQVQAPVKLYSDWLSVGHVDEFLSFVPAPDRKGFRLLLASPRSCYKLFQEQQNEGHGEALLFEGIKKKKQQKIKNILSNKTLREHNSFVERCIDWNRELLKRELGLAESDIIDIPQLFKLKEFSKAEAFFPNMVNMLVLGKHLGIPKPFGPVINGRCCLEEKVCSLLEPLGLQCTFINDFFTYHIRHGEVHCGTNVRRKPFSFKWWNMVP
MEX-5 binding = C. elegans MEX-5 TCR-2 RNA binding activity | MEX-5/FITC-TCR2 RNA binding, fluorescence polarization; stronger effect = lower value | activity score (negative = inhibition of binding), % at 10 µM | 300,000 compounds, 0.38% hits | Q9XUB2;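 active = inhibition past about -25% in most replicates, and total fluorescence under double the plate's negative control median, limit read from the data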;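 also: 0% = DMSO and -100% = 5 µM competing unlabeled TCR2 RNA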
TPT1 inh = blocks Candida albicans tRNA 2'-phosphotransferase; recombinant caTPT1, FP RNA substrate dephosphorylation; inhibition, % at 5 µM; 300,000 compounds, 0.81% hits; AID 1962;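 active = inhibition above the mean of all tested compounds plus 3 SD, set per screening campaign, cut at about 24% in these data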;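 also: plate controls were DMSO alone for no effect and ferristatin control at 100 nM for full effect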
MCL1-BIM inh = inhibitors of human MCL1 binding to BIM-BH3 peptide | inhibition, % at 10.9 µM | AID 2057 | 320,000 compounds, 0.68% hits | Q07820 | GST-MCL1 / FITC-Bim-BH3 fluorescence polarization;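 active = inhibition above the mean inhibition of all tested compounds plus 3 SD, set per campaign, cut at about 40% in these data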;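 also: 0% = DMSO wells and 100% = unlabeled Bim-BH3 peptide control; higher means more loss of mP so more displacement of Bim peptide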
Fam108B inh = blocks mouse Fam108B hydrolase in RBBP9 counter-screen; 300,000 compounds, 0.33% hits; inhibition, % at 9.51 µM; recombinant Fam108B, FP-Rh probe fluorescence polarization;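 active = inhibition above the screen mean inhibition plus 3 SD, computed separately per campaign, cut at about 18% in these data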;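 also: inhibitors lower polarization as less probe binds the enzyme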
GLD-1 RNA inh = GLD-1-TGE RNA interaction inhibition (C. elegans). Q17339. purified GLD-1 + fluorescein TGE RNA, fluorescence polarization. inhibition, % at 5.96 µM. 320,000 compounds, 0.44% hits. AID 2280;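 active = percent inhibition above a per-plate cutoff, the plate mean of test compounds plus 3 SD, cut at about 30% in these data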;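 also: 0% = DMSO wells with GLD-1 and probe and 100% = wells lacking GLD-1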
GSTO1 counter = blocks human GSTO1 in RBBP9 counter-screen | 300,000 compounds, 1.1% hits | P78417 | AID 1974 | inhibition, % at 5.96 µM | recombinant GSTO1, activity-based probe fluorescence polarization;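 active = inhibition above the campaign mean inhibition plus 3 SD, cut at about 35% in these data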;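 also: 0% = GSTO1-1 with DMSO and 100% = wells lacking GSTO1-1 enzyme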
Active calls of the source: *; x = not tested or not shown. This is a subset, so the mix of outcomes need not match the whole.

SMILES	PME-1 primary	BCLXL inh	PAD4 inh	MEX-5 binding	TPT1 inh	MCL1-BIM inh	Fam108B inh	GLD-1 RNA inh	GSTO1 counter
O=C(c1ccc(N2C(=O)CCC2=O)cc1)N1CCN(c2ccccc2)CC1	-5	4	-5	-0.2	1	-3	-3	4	9
COc1ccc(/C(C)=N/N2CCOCC2)c(O)c1	-2	3	1	0.7	1	-3	-4	2	3
O=C(C1CCN(S(=O)(=O)c2ccc(Cl)cc2)CC1)N1CCOCC1	7	2	6	-0.8	-1	0	2	5	-1
Cc1ccc(CN2CCC(Oc3cccc(C(=O)NCc4cccnc4)c3)CC2)o1	-2	6	-5	-0.9	0	8	-6	7	1
COc1ccc(NC(=O)CCN2CCN(S(=O)(=O)c3cc(Cl)ccc3OC)CC2)cc1	1	8	-3	2.7	-1	7	1	5	5
Cc1ccc(NC(=O)CN(C)C(=O)c2ccc(Sc3nncn3C)c([N+](=O)[O-])c2)cc1	-2	2	3	x	x	2	x	3	x
COC(=O)Cc1cc(OC)c(OC)cc1S(=O)(=O)N(C)C	-4	6	-1	1.6	-6	1	-1	6	7
COc1ccccc1CN(Cc1nc2ccccc2c(=O)[nH]1)C(=O)Nc1cccc(C)c1	2	3	-4	1.2	1	7	5	11	-3
O=C(NCc1ccc(Cl)cc1)c1ccccc1CCc1ccccc1	-1	4	-1	0.7	-3	6	0	-6	8
COc1ccc(C(=O)Nc2cccc(-c3csc(C)n3)c2)cc1S(=O)(=O)N1CCCC1	-9	5	6	x	x	0	x	3	x
COc1ccc(C(=O)NCCc2ccc(F)cc2)cc1OC	-3	8	2	1.8	3	9	-3	2	6
O=C(O)CC1CCS(=O)(=O)C1 (stereo not drawn)	-3	2	-2	-1.7	1	7	3	-3	-2
Cc1noc(C)c1C(=O)N1CC(C)OC(C)C1 (stereo not drawn)	3	3	1	1.8	-5	-2	0	6	-6
C=CCn1c(-c2ccc3ncccc3c2)n[nH]c1=S	-3	-25	6	-1.7	-5	-2	0	1	-1
C/C(Cc1ccccc1)=N\NC(=O)CNC(=O)c1ccc(F)cc1	-1	0	-6	0.2	-4	0	-2	3	5
CNC(=O)NC(=O)C(C)OC(=O)CCCc1nc2ccccc2s1 (stereo not drawn)	9	1	-1	-0.8	2	5	1	4	-4
COc1cc(NC(=O)CNC(c2ccccc2)c2ccccc2)cc(OC)c1OC	0	0	4	2.1	-4	0	-3	1	-3
CN(C)S(=O)(=O)c1ccc2c(c1)nc(CCC(=O)Nc1ccc3c(c1)OCO3)n2C	7	5	0	2.7	0	12	3	4	-1
COc1ccccc1S(=O)(=O)Cc1ccc(C(=O)NCC2CCCO2)o1 (stereo not drawn)	-6	3	4	0.8	0	-2	2	8	9
CO/N=C/c1ccc(N2CCN(C(=O)c3ccc(F)cc3)CC2)c([N+](=O)[O-])c1	1	7	-3	1.3	-4	7	-2	6	2
CCOc1ccc(C(=O)c2cc([N+](=O)[O-])ccc2N2CCOCC2)cc1	7	-1	3	1.3	1	4	-5	-2	-4
CCC(C)(C)NC(=O)CN(Cc1cccs1)C(=O)CNS(=O)(=O)c1ccc(F)cc1	-6	-1	-2	-0.4	4	-4	-1	0	8
COc1ccc2c(c1)C(=C(C#N)C#N)C(=O)N2CCc1ccccc1	2	4	-1	0.1	4	1	4	9	-5
Cc1cc(NC(=O)c2c(Cl)cccc2Cl)no1	-3	5	-5	-5.2	3	4	0	3	2
Nc1nc2n(n1)C(c1cccc(Br)c1)CC(c1ccc(F)cc1)N2 (stereo not drawn)	4	1	-2	-0.2	-2	4	-1	3	2
(further entries)
SMILES	PME-1 primary	BCLXL inh	PAD4 inh	MEX-5 binding	TPT1 inh	MCL1-BIM inh	Fam108B inh	GLD-1 RNA inh	GSTO1 counter
COc1cccc(CNc2ccc([N+](=O)[O-])cc2Cl)c1O	8	7	-4	1.2	-1	6	0	-2	2
CCOC(=O)N(C)OC(=O)Nc1ccc(Cl)c(Cl)c1	-9	8	-2	-3.0	-5	12	-4	3	6
C=C(C)CNC(=S)N/N=C/c1ccc([N+](=O)[O-])cc1	-3	5	1	-1.4	-1	2	-1	-2	11
CCCNCc1cc(OC)c(OCCC)cc1Cl	1	5	-1	1.1	1	-2	2	1	0
Cc1cc(=O)[nH]c(N/N=C/c2c(O)n(-c3ccccc3)c(=O)c3ccccc23)n1	6	-12	-4	-0.1	36*	-25	8	-24	4
Cc1ccc(-c2nc3ccccc3c(=O)n2CCN2CCOCC2)cc1	1	5	2	-1.1	-1	7	4	5	-5
Cc1cc(C)c(OCCCCn2cnc3ccccc3c2=O)c(C)c1	9	4	-1	0.1	-2	7	5	3	3
COc1ccc(/C=C/C(=O)O)cc1S(=O)(=O)Nc1ccc2c(c1)OCO2	-2	5	0	-3.9	2	2	1	4	32
O=C(COC(=O)c1ccccc1Nc1ccccc1)NCc1ccccc1	0	4	-2	x	0	-1	8	2	5
CC(=O)N1CC(C)Oc2ccc(S(=O)(=O)Nc3ccc(Cl)cn3)cc21 (stereo not drawn)	2	3	-1	-0.9	-4	2	-3	-1	0
Cc1ccc(S(=O)(=O)Nc2cc(C(C(=O)OC(C)C)C(=O)C(F)(F)F)c(O)c3ccccc23)c(C)c1 (stereo not drawn)	11	8	8	-2.5	1	10	5	17	44*
COC(=O)c1cc(S(=O)(=O)NCc2ccc(Br)cc2)c[nH]1	5	1	-4	0.7	1	-4	3	3	8
O=C(NC1CCCC1)c1cccc(Cl)c1	-2	3	1	0.6	-1	8	10	-2	-5
CCOC(=O)c1c(-c2ccc(C)cc2)csc1NC1=NS(=O)(=O)c2ccccc21	0	6	-2	1.5	0	3	-2	-3	0
O=c1cc(O)c(-c2ccccc2Cl)c(Cl)[nH]1	0	2	-2	0.6	6	3	3	13	0
O=C(CCCN1C(=O)c2ccccc2C1=O)Nc1nc2ccccc2[nH]1	-3	3	-2	-6.7	-3	3	0	-2	0
Nc1cccc2cnccc12	7	2	-5	x	-1	6	-2	0	5
Cc1cc(C(=O)Nc2cccc3ccccc23)co1	6	4	-1	-2.0	0	4	1	-1	-2
Cc1ccc(S(=O)(=O)N/N=C2/CC(c3ccccc3)Oc3ccccc32)cc1 (stereo not drawn)	-1	6	4	-0.7	-1	6	-1	5	-6
CC(C)(C)N1CSC(=S)N(Cc2ccccc2)C1	0	4	4	0.5	-1	17	4	2	2
COc1ccccc1-c1nn(-c2ccccc2)cc1C(=O)NCC(c1ccco1)N1CCCC1 (stereo not drawn)	-4	4	-1	x	x	4	x	-2	x
O=[N+]([O-])c1ccc(Sc2ncc3ccccn23)nc1	3	6	4	-1.2	-3	10	0	1	10
Cc1ccc(C)c(N2C(=O)CC(N3CCN(Cc4ccc5c(c4)OCO5)CC3)C2=O)c1 (stereo not drawn)	3	1	0	0.3	2	5	0	-14	2
CCOc1ccc(-n2c(SCC(=O)c3c(N)n(C)c(=O)n(C)c3=O)nnc2-c2cccnc2)cc1	0	3	-2	-0.7	0	-12	2	-8	-1
CC(C(=O)N/N=C/c1ccc(N(C)C)c(Br)c1)N(c1ccccc1)S(C)(=O)=O (stereo not drawn)	3	11	-5	-0.1	-5	10	4	4	-2
The results go on:
SMILES	PME-1 primary	BCLXL inh	PAD4 inh	MEX-5 binding	TPT1 inh	MCL1-BIM inh	Fam108B inh	GLD-1 RNA inh	GSTO1 counter
Nc1nnc(CC(=O)N/N=C\c2cc([N+](=O)[O-])ccc2O)s1	-2	17	-2	-13	-2	35	4	1	2
O=C(NCc1nnc(SCC(=O)N2CCCC2)o1)c1cccc(C(F)(F)F)c1	1	4	-3	-0.5	1	-2	2	2	4
O=C(CSc1nc2ncccc2[nH]1)c1ccc2c(c1)OCO2	4	6	-3	8.6	-3	2	3	7	1
COc1ccc(OC)c(N(CC(=O)NCCSc2ccccc2)S(C)(=O)=O)c1	4	-5	-2	1.4	1	-3	-4	5	2
Cc1cc(=O)c2n(Cc3ccc(Cl)cc3)nc[n+]2[nH]1	8	4	-5	0.0	-6	3	2	2	2
Cc1cc(Cl)ccc1NC(=S)N1CCC(C(N)=O)(N2CCCCC2)CC1	3	-3	-4	-1.8	2	-7	-7	-5	0
COC(=O)c1ccccc1NC(=S)NC(=O)COc1ccccc1	-1	7	-4	0.6	-5	9	-1	2	-6
O=C(Nc1cccc(S(=O)(=O)Nc2ccc(Cl)cc2)c1)c1ccc2c(c1)OCCO2	-31	3	-4	-0.3	0	4	-19	2	-18
Cc1ccc(N2CC(C(=O)NNC(=O)c3ccc(F)cc3)CC2=O)cc1 (stereo not drawn)	-1	-5	-5	x	x	-7	x	0	x
Cc1cc2nc3n(c2cc1C)CC1CC(C(=O)NCc2cccc(C(F)(F)F)c2)N(C)C31 (stereo not drawn)	-4	1	2	1.3	3	1	1	9	2
COc1ccc(-c2nnnn2C(C)C)cc1S(=O)(=O)Nc1ccccc1	0	-1	-3	-1.2	-1	-2	-3	-1	1
Clc1ccc(C2=CSC3=Nc4cccc5cccc(c45)N23)cc1	0	11	15*	-0.4	9	9	3	7	58*
CN(C)c1ccc(CNC23CN4CN(CN(C4)C2)C3)cc1	-2	4	2	-0.7	3	5	-3	0	4
O=C(NCCc1ccc(C(F)(F)F)cc1)C1COc2ccccc2O1 (stereo not drawn)	-1	0	2	-1.2	4	-7	4	2	-3
N=C(N)SCc1nc2ccccc2c(=O)n1-c1ccccc1Cl	0	6	-2	-0.8	2	-3	-5	-4	-1
O=C(NCCCO)C(=O)NCc1ccccn1	-4	4	-2	0.4	-1	3	2	4	-1
C=CCOc1ccccc1/C=c1\sc2nc(-c3oc4ccccc4c3C)nn2c1=O	-4	0	0	-2.0	0	3	0	1	-3
CCOc1cccc(N(C(=O)CNC(=O)c2ccco2)C(C(=O)NCC2CCCO2)c2ccccc2)c1 (stereo not drawn)	4	0	1	1.1	3	-4	0	5	-2
Cc1cc(C)c2c(n1)nn1c(C)c(CCC(=O)NCc3ccco3)c(C)nc21	2	11	0	1.1	-2	7	2	2	0
CC(C)(C)c1ccc(C2=NC(=O)C(CC(=O)O)S2)cc1 (stereo not drawn)	-8	-2	-3	2.0	7	1	-5	-3	-38
Cc1ccc(C)c(N2CCN(C(=O)c3ccc(Cn4c(=O)[nH]c5ccccc5c4=O)cc3)CC2)c1	-31	8	-2	3.6	1	-1	-8	7	-16
O=C(NCCN1CCOCC1)c1cccc(Br)c1	-3	-4	-2	0.4	-1	2	2	7	6
O=C(NC1CCCCC1)C(=S)N1CCCC1	-1	8	-4	-0.7	-3	1	-3	-3	13
Clc1ccccc1OCCn1nnc2ccccc21	2	3	-8	0.5	1	0	-2	3	4
CCCCCC/C(C)=C1/SC(=S)NC1=O	-7	-36	-2	4.0	51*	-46	-4	-22	1
CC(=O)Nc1ccc(/C=N/Nc2nc3ccccc3[nH]2)cc1	-31	-3	-1	0.0	5	1	5	-12	0
CC(Cc1cccs1)NC(=O)CCCn1nnnc1CN1CCOCC1 (stereo not drawn)	-5	5	-1	-2.2	1	0	0	4	2
N#Cc1ccc(/C=C/C(=O)c2ccc3c(c2)OCO3)cc1	0	5	-1	0.9	6	2	-2	0	-12
